PKM2 activator: increases activity of human pyruvate kinase M2. P14618. purified PKM2, Kinase-Glo ATP luminescence, activation; response scale: 0% is enzyme alone, no compound. Potency, µM (top dose mostly 57.5 µM), for the others: at the highest dose activation, hits mostly activators. 260,000 tested, 0.34% active; also: potency is read from the fitted curve at half-maximal effect; nearly all actives have a fitted effect of over 55% in size
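Kinase-Glo luminescence reports ATP generated from ADP (0.1 mM) and PEP (0.5 mM) by purified hPK-M2 after 1 h at room temperature, pH 7.2 imidazole buffer; intermediate enzyme activity allows detecting inhibitors and activators.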
KCNH2 3.1 block: blocks the human KCNH2 3.1 channel isoform; activity change, % (tested at about 1.8 µM); 340,000 tested, 0.95% active; U2OS KCNH2 3.1, thallium flux FluxOr; hits give low values;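 active = maximum activity change below -70%; inconclusive = maximum activity change from -70% to -50%; inactive = maximum activity change above -50%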;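 also: thallium influx rate constant from kinetic fluorescence after stimulation buffer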
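U2OS cells transduced with KCNH2 3.1 mutant virus (1.77 x 10^8 /mL, 4 h), plated overnight at 37 C, loaded 45 min with FluxOr dye plus Red40 quencher. Thallium flux rate constant from kinetic reads after stimulation buffer, normalised to controls.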
uPA surface inh: blocks generation of uPA at the cell surface; cell surface uPA generation assay, qHTS; Potency, µM (highest dose often 38.3 µM), for the others: at the highest dose activity change, negative = inhibition, usual class: inhibitors; 330,000 tested, 0.31% active; AID 540303; active = well fitted inhibition curve with a large enough effect; inconclusive = small, poorly fitted or top-dose-only effect; inactive = no such curve, though single readings can be large or run the other way; tested in mouse RAW 264.7 cells; also: potency is read from the fitted curve at half-maximal effect; nearly all actives have a fitted effect of over 55% in size
KCNH2 WT inh: blocks the wildtype human KCNH2 potassium channel; Q12809; U2OS, BacMam KCNH2, thallium flux FluxOr; hits give low values; activity change, % at 1.84 µM; 340,000 tested, 0.37% active; AID 720551;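 active = maximum activity change below -70%; inconclusive = maximum activity change between -70% and -50%; inactive = maximum activity change above -50%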
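U2OS cells were transduced with wild-type KCNH2 virus (2.03 x 10^8 / mL) for 4 h at room temperature, then cultured overnight at 37 C. Thallium flux was read with FluxOr dye. Rate constants were normalized to DMSO controls.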
Eya2 phos inh: blocks the phosphatase activity of human Eya2 | Potency, µM (doses to about 76.9 µM), for inactives: at the highest dose activity, negative = inhibition, most hits filed as inhibitors | recombinant Eya2, OMFP fluorescence dephosphorylation (OMFP is methylfluorescein phosphate) | 330,000 tested, 0.006% active | AID 488837 | O00167; also: potency is read from the fitted curve at half-maximal effect
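Eya2 protein (added as 0.2 uM solution) was preincubated with compound for 10 min at ambient temperature in 50 mM HEPES pH 7.5, 50 mM NaCl, 5 uM MgCl2, 0.05% BSA, 1 mM DTT. OMFP (added at 50 uM) then reacted 10 min; fluorescence read at 485/525 nm.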
BCR signal inh: chronic active BCR signaling inhibition; Potency, µM (highest dose often 46.1 µM), for the others: at the highest dose ratio change, negative = lower green/red ratio, actives largely listed as inhibitors; ABC-DLBCL IkBa-CBG/CBR reporter, luminescence ratio, 4 h; 340,000 tested, 0.05% active; AID 493014; active = well fitted inhibition curve with a large enough effect in the signal ratio, with a control signal flat, not every such curve was filed as active; inconclusive = small, poorly fitted or top-dose-only effect, or effect the other way, or a change in a side signal; the % refers to the signal ratio;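 also: potency is read from the fitted curve at half-maximal effect; plate controls were basal doxycycline-induced cells for no effect and cells given 10 µM MG132 for full effect; MG132 reads +100%, hits lower the ratio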
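TMD8 ABC-DLBCL cells carrying doxycycline-inducible green luciferase fused to IkappaBalpha plus unfused red luciferase were exposed to compounds (up to 46 uM) for 4 hrs at 37C. Activity came from the overlap-corrected green/red luminescence ratio.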
B2AR arrestin: recruits beta-arrestin to the human beta2-adrenergic receptor; beta-arrestin recruitment to beta2AR, cell-based reporter; Potency, µM (top dose mostly 46.1 µM), for inactives: top-dose activation, usual class: activators; 330,000 tested, 0.02% active; AID 492947;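 also: potency is read from the fitted curve at half-maximal effect; 0% = DMSO controls and full agonism = EC100 isoproterenol or metaproterenol; nearly all actives have a fitted effect of over 65% in size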
Target sequence (P07550 whole entry, looked up): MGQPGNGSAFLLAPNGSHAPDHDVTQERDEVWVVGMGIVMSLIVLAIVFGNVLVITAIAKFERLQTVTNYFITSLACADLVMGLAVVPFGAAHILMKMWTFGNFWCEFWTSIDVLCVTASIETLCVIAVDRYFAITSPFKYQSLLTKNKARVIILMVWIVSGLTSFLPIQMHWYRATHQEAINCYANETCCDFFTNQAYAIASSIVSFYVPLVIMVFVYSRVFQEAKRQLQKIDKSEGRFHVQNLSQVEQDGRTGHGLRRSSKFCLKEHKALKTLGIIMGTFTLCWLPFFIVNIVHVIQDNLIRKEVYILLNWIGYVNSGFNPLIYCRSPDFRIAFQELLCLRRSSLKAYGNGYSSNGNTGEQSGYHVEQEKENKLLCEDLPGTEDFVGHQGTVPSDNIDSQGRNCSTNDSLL
FBPA coupling cs: counter-screen for Giardia aldolase inhibitors: coupling enzyme system; coupling enzyme system counterscreen, AmpLite Red fluorescence; activity change, negative = inhibition, % at 58.2 µM, hits read low; 290,000 tested, 0.67% active; AID 2472; in the data active = activity change below about -30%
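Final compound at 57.5 uM, incubated 10 min at RT with coupling enzyme reagent (glyceraldehyde-3-phosphate), then 20 min with substrate and AmpLite Red detection. Fluorescence read at 525/598 nm; tests interference with the coupling assay, not aldolase inhibition.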
GALK inhibitor: blocks human galactokinase activity; Purified GALK, Kinase-Glo residual ATP luminescence; Potency, µM (doses to about 57.5 µM), without a hit: at the top dose activity change, negative = inhibition, actives largely listed as inhibitors; P51570; AID 1868; 270,000 tested, 0.007% active; also: potency is read from the fitted curve at half-maximal effect
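Luminescence from leftover ATP (Ultra-Glo luciferase/luciferin) served as read-out after a 1 h room-temperature reaction of 5 nM GALK with 35 uM ATP and 100 uM galactose.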
Giardia killer: kills Giardia lamblia. Giardia lamblia trophozoite viability. activity change, % at 7.66 µM, hits read low. 340,000 tested, 0.15% active. AID 540267; in the data active = activity change below about -80%; inconclusive = between about -30% and that limit;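 also: parasites exposed to compound for two days anaerobically before the ATP read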
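Giardia lamblia trophozoites (100 cells/well) were incubated with compounds for 48 h at 37 deg C under anaerobic conditions. Viability was read as ATP content by one-step luminescence after 15-30 min at room temperature.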
USP2a block: USP2a (human) protease inhibition; USP2 core, Ub-CHOP2 coupled fluorogenic reporter, 485/531; Potency, µM (series often up to 38.3 µM), inactives show at the highest dose activity change, negative = inhibition, actives largely listed as inhibitors; 330,000 tested, 0.01% active;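 also: potency is read from the fitted curve at half-maximal effect; plate controls were DMSO wells for no effect and full inhibition by NEM control for full effect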
Target sequence (O75604 whole entry, looked up): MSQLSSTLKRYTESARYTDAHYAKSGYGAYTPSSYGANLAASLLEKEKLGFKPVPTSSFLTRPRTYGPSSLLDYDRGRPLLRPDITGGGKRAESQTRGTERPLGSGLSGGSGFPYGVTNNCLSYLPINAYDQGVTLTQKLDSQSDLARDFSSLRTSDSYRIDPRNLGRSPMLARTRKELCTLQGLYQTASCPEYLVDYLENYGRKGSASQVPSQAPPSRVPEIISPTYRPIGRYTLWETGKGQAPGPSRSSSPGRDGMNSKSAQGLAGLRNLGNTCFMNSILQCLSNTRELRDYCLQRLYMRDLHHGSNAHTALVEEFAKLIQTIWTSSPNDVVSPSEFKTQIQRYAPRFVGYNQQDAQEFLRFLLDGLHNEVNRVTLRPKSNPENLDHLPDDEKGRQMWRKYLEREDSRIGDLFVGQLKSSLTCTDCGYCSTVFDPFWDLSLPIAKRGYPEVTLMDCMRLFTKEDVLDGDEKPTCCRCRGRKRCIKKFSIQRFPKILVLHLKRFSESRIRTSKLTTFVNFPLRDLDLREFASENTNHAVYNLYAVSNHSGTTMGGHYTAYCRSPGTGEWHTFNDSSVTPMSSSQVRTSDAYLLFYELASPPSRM
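Cell-free coupled assay: 10nM USP2 core preincubated 30min RT with compound in Tris-HCl pH 8.0/CaCl2/CHAPS buffer, then 25nM Ub-CHOP2 and 25nM reporter substrate; fluorescence (Ex 485/Em 531) read after 60min RT, normalized to NEM inhibition, concentration-response curves fitted.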
* hit, by the source's call; ? = inconclusive; . = not tested or not shown. Unless noted, calls follow the shape of the dose curve; as a rule, active = well fitted curve in the direction sought with a large enough effect; inconclusive = small, poorly fitted or top-dose-only effect, or another doubt; inactive = no such curve, though single readings can be large; an effect the other way counts as inactive or inconclusive. Unless noted, % is scaled to controls: 0 for no effect and ±100 for the full control effect.

SMILES	PKM2 activator	KCNH2 3.1 block	uPA surface inh	KCNH2 WT inh	Eya2 phos inh	BCR signal inh	B2AR arrestin	FBPA coupling cs	GALK inhibitor	Giardia killer	USP2a block
COc1cc(NC(=O)CSc2ccc(-c3cccnc3)nn2)cc(OC)c1	18.2%	-7.9	8.1%	8.5	-15.2%	?	-0.5%	.	5.8%	-7.0	-3.3%
CC(C(=O)Nc1ccc2c(c1)OCCO2)N(C)Cc1c(F)cccc1Cl (configuration not stated)	0.0%	1.8	1.2%	-3.6	-28.5%	?	-0.1%	-0.6	-1.1%	14.4	-0.7%
CC(=O)NC(CC(=O)Nc1cc(Cl)ccc1-n1cncn1)c1ccccc1 (configuration not stated)	.	-2.4	0.7%	-5.4	13.0%	2.8%	-0.2%	.	.	-10.8	4.6%
COc1cc(NC(=S)NCCO)c(OC)cc1Cl	-4.5%	-2.8	-0.2%	2.7	0.7%	-2.3%	0.4%	3.7	6.7%	-29.5	2.1%
COc1ccccc1CNC(=O)C(Cc1c[nH]c2ccccc12)NC(=O)OCc1ccccc1 (configuration not stated)	8.8%	-4.9	-7.0%	-2.1	-1.5%	-1.1%	-0.3%	-4.6	-3.6%	-11.0	-0.9%
O=C(COc1ccc(Br)cc1Cl)NC(=O)NCc1ccccc1	12.3%	-6.2	8.9%	4.8	1.6%	-0.2%	0.0%	0.9	1.2%	-12.5	0.7%
CSCC[C@H](NC(=O)NCc1ccccc1F)C(=O)O	1.3%	-0.1	-7.8%	0.7	1.7%	0.1%	0.0%	5.0	5.1%	6.7	2.9%
O=C1NC(=S)S/C1=C\c1ccc2ccccc2c1	.	-8.7	1.4%	-8.7	-2.8%	2.5%	0.4%	6.0	-12.7%	-0.3	-0.1%
COc1ccc2c(c1)oc(=O)c1cc(OC)ccc12	-1.1%	-0.1	-25.9%	2.9	-4.9%	?	-0.6%	5.9	0.2%	-22.4	0.7%
O=C(Nc1ccc(F)cc1F)c1cc2n(n1)C(C(F)(F)F)C1CCCCC1N2 (configuration not stated)	1.8%	-18.9	9.3%	-8.5	2.4%	?	-0.2%	3.0	-4.5%	-10.6	4.4%
COC(=O)c1cccc(Nc2c3c(nc4ccccc24)CCC3)c1	.	?	-19.2%	25.3	10.1%	-14.7%	0.4%	1.3	6.1%	0.0	1.9%
COc1ccc(-c2ccc(CCC(=O)O)n2Cc2ccco2)cc1	8.1%	-8.9	-9.2%	3.5	3.4%	?	0.2%	16.1	4.8%	-22.3	-1.2%
COc1ccc(CC(=O)Nc2ccc(-c3cn4ccccc4n3)cc2)cc1OC	-10.5%	-13.7	0.0%	-11.0	-23.4%	?	0.0%	-0.5	0.9%	12.0	8.9%
C=CCOc1ccc(CN(C)c2ccc(S(=O)(=O)N3CCN(C)CC3)cc2[N+](=O)[O-])cc1	.	-6.0	-4.3%	10.8	-5.9%	-0.8%	0.2%	.	.	2.5	0.2%
COc1ccccc1CNS(=O)(=O)c1ccc(Br)s1	0.7%	-1.3	-7.6%	3.3	9.2%	-0.8%	-0.4%	3.2	-7.7%	-17.2	3.0%
Cc1nn2c(C)nc3sc4c(c3c2nc1=O)CC(C)(C)OC4	6.6%	17.5	.	-3.9	-3.7%	-1.0%	0.3%	-0.4	-0.1%	2.8	-8.0%
O=c1cnc(-c2ccc(Cl)cc2)cn1O	1.9%	10.1	19.0%	.	6.4%	2.9%	-0.2%	0.4	1.2%	-13.8	0.7%
Cc1ccc(N2C(=S)NC3c4ccccc4OC2(C)C3C(=O)N(C)C)cc1 (configuration not stated)	-6.9%	4.5	2.0%	-19.9	-0.1%	-3.8%	-0.3%	-3.1	-0.8%	0.2	-0.6%
CC(=O)COC(=O)CCc1nc2ccccc2[nH]c1=O	0.3%	-3.3	6.0%	5.1	0.7%	3.7%	-0.4%	4.0	0.0%	-1.1	1.3%
Cc1cc(C(=O)N/N=C/c2ccc(-c3ccccc3Cl)o2)n[nH]1	-3.4%	-34.9	-4.1%	1.0	-9.3%	?	-0.8%	-1.7	1.0%	-21.1	1.1%
COc1ccc(-c2c(C#N)c(N)nc3c2c(=O)n(C)c(=O)n3C)cc1	0.7%	7.6	1.1%	2.2	-2.7%	0.9%	-0.2%	1.2	-1.0%	-1.0	0.7%
Cc1sc(C(=O)NCc2cccnc2)c2nc(C)n(CC(=O)NCc3cccnc3)c(=O)c12	7.9%	17.9	9.5%	8.0	15.6%	?	-0.3%	0.1	-1.2%	1.2	2.1%
O=c1ccc(-c2nc3ccccc3n2Cc2ccccc2Cl)c[nH]1	0.0%	-16.1	-11.1%	-2.6	-0.3%	-16.9%	-1.1%	-0.6	4.7%	-1.0	2.8%
CCN(C(=O)COC(=O)Cc1c[nH]c2ccccc12)c1c(N)n(Cc2ccccc2)c(=O)[nH]c1=O	.	-26.3	-0.1%	6.5	-43.3%	-9.7%	-0.3%	.	.	-10.6	-8.1%
CCN(C(=O)CN1CC(C)OC(C)C1)c1c(N)n(Cc2ccccc2)c(=O)[nH]c1=O (configuration not stated)	1.9%	-12.1	3.6%	-4.1	8.3%	2.6%	-0.2%	1.8	5.9%	-13.8	1.5%
(list continues)
SMILES	PKM2 activator	KCNH2 3.1 block	uPA surface inh	KCNH2 WT inh	Eya2 phos inh	BCR signal inh	B2AR arrestin	FBPA coupling cs	GALK inhibitor	Giardia killer	USP2a block
O=S(=O)(c1ccc(Br)cc1)N1CCN(c2ccccc2)CC1	5.2%	-21.8	2.7%	-17.3	2.9%	3.9%	3.7%	-0.3	-3.5%	-14.1	6.1%
COc1ccc(-c2cn[nH]c2N)c(OC)c1	-4.4%	1.0	.	-23.6	-2.4%	-1.3%	-0.2%	3.1	-0.5%	1.8	2.9%
COC(=O)CCCCCc1ccc(C(C)=O)s1	-4.8%	7.8	6.2%	-10.1	8.4%	?	-0.2%	3.9	1.7%	11.1	0.2%
O=C(NCCCN1CCOCC1)Nc1ccc(Cc2ccc(NC(=O)NCCCN3CCOCC3)cc2)cc1	-7.0%	-1.6	0.2%	-6.4	2.0%	-2.5%	-0.4%	-2.5	.	1.3	1.5%
Cc1cccc(C)c1NC(=O)CN(C)CC(=O)N(C)CC(=O)Nc1ccccc1Br	.	-7.3	0.7%	15.6	-10.8%	-3.3%	0.1%	.	.	?	-1.3%
CCN(CC)C(=O)c1ccc2c(=O)n(Cc3ccc4c(c3)OCO4)c(=S)[nH]c2c1	.	9.1	-10.8%	-2.2	2.9%	0.2%	-0.2%	0.7	-0.4%	7.7	3.2%
Cn1c(N2CCC(C(N)=O)CC2)nc2c1c(=O)n(Cc1ccc(Cl)cc1)c(=O)n2C	1.1%	13.9	.	-2.5	1.2%	?	-0.1%	-0.5	-3.1%	-1.7	4.4%
COc1ccc(NC(=O)C(CC(C)C)NC(=O)c2ccccc2C)cn1 (configuration not stated)	0.4%	-7.8	-2.2%	1.5	0.6%	2.2%	0.1%	-14.0	-1.7%	0.6	4.2%
COc1ccc(NS(=O)(=O)c2cccc(C(=O)NNC(=O)c3ccc(O)c(Cl)c3)c2)cc1	.	8.3	-27.7%	-23.3	15.1%	-2.3%	-1.0%	.	.	5.3	2.7%
Cc1ccc(N2C(=O)N3[C@H](c4ccc(F)cc4)[C@@H]4C(=O)N(C5CCCCC5)C(=O)[C@@H]4[C@]3(Cc3ccccc3)C2=O)cc1	3.0%	-13.3	15.8%	-3.5	-4.8%	9.1%	-4.3%	-1.0	.	6.9	2.2%
Cc1cccc(CC(=O)N2CCN=C2SCc2ccc([N+](=O)[O-])cc2)c1	-0.4%	-0.6	-11.5%	17.4	-1.6%	?	-0.9%	-1.1	-1.4%	-13.4	4.0%
Cc1cccc(NC(=O)CSc2ncnc3nc[nH]c23)c1	2.0%	-0.9	-1.7%	3.2	5.3%	?	-0.9%	0.1	-4.1%	2.0	-1.0%
CCCCC(NC(C)=O)c1nc2ccccc2[nH]1 (configuration not stated)	4.0%	-16.7	-2.2%	1.1	-19.4%	6.1%	-0.1%	-12.9	-0.4%	16.5	-0.1%
Cc1ccc2c(CN3CCN(Cc4ccccc4)CC3)cc(=O)oc2c1C	.	4.5	0.1%	14.0	1.6%	-19.6%	-0.2%	3.2	9.9%	-25.2	0.4%
O=C(CSc1nc2ccccc2c(=O)n1-c1ccccc1)N1CCCC1	4.6%	-0.8	1.8%	0.9	-17.3%	?	0.1%	0.7	0.1%	1.2	-0.4%
COc1ccc(C(=O)CCC(=O)NCc2cc(OC)cc(OC)c2)cc1	3.6%	3.4	-4.2%	-10.3	10.1%	-19.2%	-1.1%	0.5	-1.8%	-3.1	-2.0%
Cc1ccc(OCCNC(=O)c2ccccc2N)cc1	-3.5%	4.5	-3.2%	-0.3	-3.2%	0.6%	-0.2%	0.7	-0.5%	-0.6	0.0%
